Peg3 imprint – genomic imprint erasure induction; Potency, µM (series often up to 60.7 µM), without a hit: at the top dose activity change, positive = activation, usual class: activators; AID 1948; mouse ES Peg3-LacZ reporter, beta-gal luminescence, 40 h; 110,000 compounds, 0.02% hits;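 note: 0% = negative control wells on the plate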
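Gelatin-coated wells received 300 freshly trypsinized female ES cells with a Peg3LacZ-Neo reporter on the maternal allele, then incubated 40 hours at 37C. BetaGlo was added for 5 minutes at room temperature before a single luminescence read.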
p53ts 39C tox – p53ts cell cytotoxicity, nonpermissive temperature; H1299-p53A138V viability at 39C, ATP luminescence, 24 h; Potency, µM (titrated, usually from 46.1 µM), for inactives: at the highest dose activity change, negative = cell killing, actives largely listed as cytotoxic; 130,000 compounds, 1.5% hits; AID 902; note: nearly all actives have a fitted effect of over 55% in size
IkB signaling – IkB pathway inhibition in ABC-DLBCL cells. Potency, µM (top dose mostly 57.1 µM), for inactives: at the highest dose IkBa stabilization activation. AID 445. 110,000 compounds, 0.04% hits. ABC-DLBCL IkBa-CBG/CBR dual luciferase ratio, 4 h; response scale: scaled: untreated 0%, proteasome inhibitor 100%; active = well fitted curve in the direction sought with a large enough effect in the signal ratio, not every such curve was filed as active; inconclusive = small, poorly fitted or top-dose-only effect, or a change in a side signal; the % refers to the signal ratio;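 note: the direction sought is a rising ratio; 0% = basal untreated cells and 100% = reference inhibitor full response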
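In this assay, an IκBα–CBG68 fusion accumulates when IKK-driven degradation is blocked; native CBR normalizes for cell number. OCI-Ly3 cells were treated 4 h with compound and doxycycline, then green and red light read after Chroma-Glo addition.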
p53ts 32C kill – cytotoxicity in p53ts cells at permissive temperature; H1299-p53A138V at 32C, ATP luminescence viability, 24 h; Potency, µM (titrated, usually from 46.1 µM), for inactives: top-dose activity change, negative = cytotoxicity, hits mostly cytotoxic; 130,000 compounds, 0.93% hits;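 note: 0% = DMSO and -100% = full killing by reference compound; nearly all actives have a fitted effect of over 55% in size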
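Cells: H1299 p53ts (A138V), 600/well, pre-incubated 16–30 h at 37C. Cpd up to 46 uM, 24 h, 32C. Readout: ATPlite luminescence, 20 min RT. Normalization: DMSO vs tamoxifen 100 uM. AC50 by Hill equation.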
Active calls of the source: *; ? = inconclusive; . = not tested or not shown; [ ] = dose if it differs, or a comment. Unless noted, calls come from the whole dose curve; as a rule, active = well fitted curve in the direction sought with a large enough effect; inconclusive = small, poorly fitted or top-dose-only effect, or another doubt; inactive = no such curve, though single readings can be large; an effect the other way counts as inactive or inconclusive. Unless noted, % is set by controls: 0 for no effect and ±100 for the full control effect; potency is the fitted concentration of half-maximal effect.

SMILES	Peg3 imprint	p53ts 39C tox	IkB signaling	p53ts 32C kill
CCc1ccc(NC(=O)CCS(=O)(=O)c2ccc3c(c2)CCN3C(C)=O)cc1	-10%[10.9 µM]	28%	0.6%	15%
O=C(NCCc1ccccc1)c1ccccc1NS(=O)(=O)N1CCCC1	-20%	4%	-10%	5%
Cc1ccc2c(c1)NC(=O)C(CC(=O)N(C)Cc1ccccc1)O2 (stereo not drawn)	-6%	-8%	1.6%	-6%
c1ccc(OCCN2C3=NCCN3c3ccccc32)cc1	-12%	-16%	-0.3%	2%
CCOC(=O)c1cc(CC)sc1N	7%	-9%	-1.7%	-6%
CCCC[C@@H]1C[C@H]1[C@@H](NP(=O)(c1ccccc1)c1ccccc1)c1ccccc1OC	-23%	25µM*	.	?
COc1ccc(N(CC(=O)Nc2ccc3c(c2)OCCO3)S(C)(=O)=O)c(OC)c1	-3%	-12%	7.6%	-3%
Cc1nc2nc(SCC(=O)NCCc3ccc(Cl)cc3)nn2c(C)c1Cc1ccccc1Cl	-3%[10.9 µM]	-4%	?	13%
Cc1ccc(C(=O)Nc2nnc(S(=O)(=O)N(C)Cc3ccc(Cl)cc3)s2)cc1	11%[10.9 µM]	-4%	?	-8%
c1ccc2c(c1)c1cccc3ccc4cccc2c4c31	3%	3%	-0.5%	-8%[1.84 µM]
Cc1cc(OCC(=O)NCCCN2CCOCC2)cc(C)c1Cl	-10%	-11%	0.7%	-5%
C[C@@H](C(=O)Nc1ccc2ccccc2c1)[C@@H]1C[C@@]1(C)[C@@H](NC(=O)OCc1ccccc1)c1ccccc1	-16%	2%	.	6%
Cc1ccc(S(=O)(=O)NCCSc2nnnn2-c2ccc(Cl)c(C(=O)O)c2)cc1	8%[10.9 µM]	12%	-0.2%	-10%
C=C1C(CCl)(CCl)C2(Cl)C(Cl)C(Cl)C1(Cl)C2(Cl)Cl (stereo not drawn)	-21%	14%	7.0%	10%[1.84 µM]
COC(=O)CNC(c1ccccc1)c1cc(Br)ccc1NC(=O)c1ccc(Cl)cc1 (stereo not drawn)	-6%[10.9 µM]	0%	5.8%	18%

Reprinted from above (5 entries):
SMILES	Peg3 imprint	p53ts 39C tox	IkB signaling	p53ts 32C kill
O=C(NCCc1ccccc1)c1ccccc1NS(=O)(=O)N1CCCC1	-20%	4%	-10%	5%
Cc1ccc2c(c1)NC(=O)C(CC(=O)N(C)Cc1ccccc1)O2 (stereo not drawn)	-6%	-8%	1.6%	-6%
c1ccc(OCCN2C3=NCCN3c3ccccc32)cc1	-12%	-16%	-0.3%	2%
CCOC(=O)c1cc(CC)sc1N	7%	-9%	-1.7%	-6%
CCCC[C@@H]1C[C@H]1[C@@H](NP(=O)(c1ccccc1)c1ccccc1)c1ccccc1OC	-23%	25µM*	.	?

Returning to the listing, repeating the seven entries before the break.
SMILES	Peg3 imprint	p53ts 39C tox	IkB signaling	p53ts 32C kill
Cc1ccc(C(=O)Nc2nnc(S(=O)(=O)N(C)Cc3ccc(Cl)cc3)s2)cc1	11%[10.9 µM]	-4%	?	-8%
c1ccc2c(c1)c1cccc3ccc4cccc2c4c31	3%	3%	-0.5%	-8%[1.84 µM]
Cc1cc(OCC(=O)NCCCN2CCOCC2)cc(C)c1Cl	-10%	-11%	0.7%	-5%
C[C@@H](C(=O)Nc1ccc2ccccc2c1)[C@@H]1C[C@@]1(C)[C@@H](NC(=O)OCc1ccccc1)c1ccccc1	-16%	2%	.	6%
Cc1ccc(S(=O)(=O)NCCSc2nnnn2-c2ccc(Cl)c(C(=O)O)c2)cc1	8%[10.9 µM]	12%	-0.2%	-10%
C=C1C(CCl)(CCl)C2(Cl)C(Cl)C(Cl)C1(Cl)C2(Cl)Cl (stereo not drawn)	-21%	14%	7.0%	10%[1.84 µM]
COC(=O)CNC(c1ccccc1)c1cc(Br)ccc1NC(=O)c1ccc(Cl)cc1 (stereo not drawn)	-6%[10.9 µM]	0%	5.8%	18%
O=C(Nc1ccc(OC(F)(F)F)cc1)C1CCN(S(=O)(=O)c2ccc3[nH]c(=O)ccc3c2)CC1	20%[10.9 µM]	-25%	0.4%	-11%
O=C(NCc1ccccc1)c1cccnc1N1CCOCC1	-5%	10%	2.0%	-2%
O=C(NCCN1CCOCC1)c1cc2ccccc2o1	.	-2%	-3.1%	-2%
Cc1ccc(OCC(=O)Nc2ccccc2C(=O)OCc2cc(=O)n3ccsc3n2)cc1	-10%[10.9 µM]	9%	?	-2%
COCc1c(C(=O)OCc2nc(N)nc(Nc3ccccc3C)n2)oc2ccccc12	-2%	-19%	0.4%	-12%
CC(C(=O)NC1CCCC1)N(Cc1ccc2c(c1)OCO2)C(=O)c1snc(C(N)=O)c1N (stereo not drawn)	7%	-5%	0.2%	2%
O=C(CNC(=O)c1cccs1)c1ccc(F)cc1	.	?	.	?
O=C(COc1ccccc1F)NC1CC1	3%	6%	0.5%	-4%
CO[C@H]1COC(=O)C/C=C\[C@H](C)COC(=O)[C@@H](C)NC(=O)C/C=C\[C@@H]1C	.	2%[9.22 µM]	.	4%[9.22 µM]
C=CCSc1nnc(-c2ccc(Cl)cc2Cl)o1	-31%[inhibitor]	-24%	-1.4%	?
Cc1c(C(=O)N(Cc2cccc(F)c2)C2CCS(=O)(=O)C2)oc2cc(Br)ccc12 (stereo not drawn)	-7%[10.9 µM]	-10%	?	6%
CCCCN(CCCC)C(=O)CN(C)S(=O)(=O)c1ccc2c(c1)n(C)c(=O)c(=O)n2C	-5%	-4%	1.4%	-6%
CC(=O)Nc1nonc1-c1nnc(SCc2ccccc2C)n1C	-11%[10.9 µM]	-5%	-1.0%	5%
CC(=O)OC[C@@H]1O[C@H](C/C=N\OC[C@@H](O)[C@H]2O[C@H]3OC(C)(C)O[C@H]3[C@@H]2O)C=C[C@@H]1OC(C)=O	.	-4%[9.22 µM]	.	-2%[9.22 µM]
COCCCNC(=O)C1CCN(c2nc3ccc(Cl)cc3[nH]2)CC1	9%[10.9 µM]	20%	0.5%	22%
O=C(NCc1cccs1)c1noc2c1CCCC2	-41%[inhibitor]	-3%	0.6%	10%
CCc1ccc(NC(=O)CSc2nccn2-c2ccc(F)cc2)cc1	-9%[10.9 µM]	-15%	-1.7%	-1%
COc1ccccc1N1CCN(CCCNC(=O)c2cnn(-c3cccc(Cl)c3)c2C2CCN(C(=O)OC(C)(C)C)CC2)CC1	-6%[10.9 µM]	?	?	?
O=C(CCCn1c(=O)c2ccccc2n(Cc2ccc(F)cc2Cl)c1=O)NCCc1ccc(Cl)cc1	-23%[10.9 µM]	?	2.2%	-8%
Cc1nnc(NC(=O)CSc2nccn2Cc2ccc(F)cc2)s1	6%[10.9 µM]	-6%	-0.3%	50%[activator]
O=C(CSc1nnc(-c2ccoc2)o1)N1CCOCC1	2%	-22%	0.8%	-2%
CCOC(=O)c1cnn(-c2ccccc2)c1NC(=O)c1ccccc1	-5%	-9%	4.2%	1%
CCOC(=O)c1cc(C)n(CC2CCC(C(=O)Nc3ccc(Cl)cc3)CC2)c1C (stereo not drawn)	11%[10.9 µM]	-7%	?	26%
O=C(CNC(=O)c1ccccc1C(=O)O)c1ccccc1	-36%[inhibitor]	-9%	?	-12%
COC(=O)c1ccc(NC(=O)c2c(NCc3cccc(F)c3)sc3c2CCCC3)cc1	-14%[10.9 µM]	18%	?	3%
Cc1ccc(C(=O)N2CCCCC2CCN2CCCCC2)cc1 (stereo not drawn)	-11%[10.9 µM]	-15%	1.1%	7%
Cc1cc(C)n(CC(O)Cn2c3ccccc3c3ccccc32)c(=O)n1 (stereo not drawn)	-8%	2%	-1.5%	2%
Cc1ccc(C(=O)Nc2nnc(S(=O)(=O)N3CCCCCC3)s2)cc1	-9%[10.9 µM]	?	-3.3%	?
COc1ccc(CNc2ncnc3ccc(-c4ccccc4CN(C)C)cc23)c(OC)c1	-21%	-6%	-0.7%[11.4 µM]	-1%
COc1cc(S(=O)(=O)N(CCc2ccccc2)Cc2cccs2)ccc1-n1cnnn1	.	8%	.	-4%
Cn1cnc2cc(OC(=O)c3ccccc3)ccc21	5%	2%	4.0%	3%
Cc1ccc(CN2C(=O)c3ccccc3S(=O)(=O)c3ccc(C(=O)OCC4CCCO4)cc32)cc1 (stereo not drawn)	-9%[10.9 µM]	-7%	0.6%	11%
Cc1cc(O)c(-c2cc(O)c(C)cc2O)cc1O	-20%[10.9 µM]	-4%[9.22 µM]	0.3%[11.4 µM]	-2%[9.22 µM]
COc1ccc(-c2nc3c(c(SCC(=O)Nc4ccc(C(=O)O)cc4)n2)Cc2ccccc2O3)cc1	5%[10.9 µM]	-16%	?	-5%
COc1ccc(CCN(Cc2cc3cc4c(cc3[nH]c2=O)OCO4)C(C)=O)cc1OC	-11%	2%	-0.1%	-6%
O=C1c2oc3ccc(F)cc3c(=O)c2C(c2ccccc2)N1CC1CCCO1 (stereo not drawn)	7%	0%	1.1%	7%
CCc1ccc(NC(=O)c2ccc3c(c2)c(C)c(C)n3Cc2ccccc2)cc1	-24%[10.9 µM]	1%	-0.1%	16%
Cc1nc2sc(C)c(C)n2c(=O)c1S(=O)(=O)NCCc1ccc(Cl)cc1	-15%[10.9 µM]	-4%	1.0%	-3%
CCN1CCN(C(c2ccc(SC)cc2)c2c(O)cc(C)n(Cc3ccco3)c2=O)CC1 (stereo not drawn)	2%[10.9 µM]	-10%	?	1%
COc1cc(OC)c(C2C3=C(CCCC3=O)Nc3nc4ccccc4n32)cc1OC (stereo not drawn)	-14%	-1%	-1.1%	2%
O=C(NCc1cccc(F)c1)C1CCCN(C(=O)N2CCOc3ccccc32)C1 (stereo not drawn)	-11%[10.9 µM]	-3%	?	-2%
COc1cccc(-c2cc(C(F)(F)F)n3ncc(C(=O)O)c3n2)c1	8%	5%	-0.4%	0%
CCOc1ccc(CCNC(=O)c2csc3c2CCCCC3)cc1	10%[10.9 µM]	-7%	0.4%	-9%
CCc1ccc(C(=O)c2cn(CC(=O)NCCc3ccccc3)c3nc(C)ccc3c2=O)cc1	3%[10.9 µM]	-4%	0.1%	15%
N#Cc1cc2ccccc2nc1SCC(=O)Nc1ccc(S(=O)(=O)N2CCCC2)cc1	-13%	1%	-0.5%	5%
CCOc1ccc(-c2nnc(SCC(=O)NCc3ccccc3)nc2-c2ccc(OCC)c(OC)c2)cc1OC	-27%[10.9 µM]	2%	-0.8%	-5%
CCc1cc(C)cc(OCCNC(=O)c2ncn[nH]2)c1	-6%	-9%	-0.4%	3%
CCCCCCC(=O)Cc1cc(OC)c(OC)cc1/C=C(/C(C)=O)C(=O)OC	.	-4%[9.22 µM]	.	-4%[9.22 µM]
CCCOCc1cc(CN2CCN(c3ccccc3OC)CC2)c(O)c2ncccc12	-39%[inhibitor][10.9 µM]	10µM*	?	16µM*
Cc1ccc(CCNC(=O)C2CCC(=O)N2Cc2cccnc2)cc1 (stereo not drawn)	-8%	-15%	-0.2%	11%
COc1ccc(/C(O)=C2/C(=O)C(=O)N(CCCN(C)C)C2c2ccccc2)cc1OC (stereo not drawn)	.	3%	.	4%
O=C1Nc2ccccc2Oc2cc(Oc3cccc(Cl)c3)ccc21	7%[10.9 µM]	?	-2.8%	-13%
CCN(CC)CCCNC(=O)c1c2c(nc3ccccc13)C(=O)N(C1CCCCC1)C2	7%[10.9 µM]	-17%	-1.4%	-2%
Cc1onc(-c2ccccc2)c1C(=O)n1cccn1	3%	1%	2.4%	-5%
COc1ccc(NCc2cc3cc4c(cc3n(CC(=O)Nc3ccc(C)c(C)c3)c2=O)OCO4)cc1	9%[10.9 µM]	-2%	?	20%
O=C(Cn1cnc2c(nnn2Cc2ccc(F)cc2)c1=O)N1CCCCC1	-1%	0%	-0.7%	24%
CCOc1ccc(NC(=O)N(Cc2ccc(CC)cc2)Cc2cn[nH]c2-c2ccc(OC)cc2)cc1	-10%[10.9 µM]	-13%	?	-1%
O=C(CCCn1c(=S)[nH]c2cc3c(cc2c1=O)OCO3)N1CCN(c2ccccc2F)CC1	2%	12%	2.4%	7%
Cc1ccccc1Cn1nc(C)c(NC(=O)c2cc(-c3ccc(F)cc3)on2)c1C	-7%[10.9 µM]	4%	1.9%	-7%

Screening results (PubChem)
